EBV LMP1 NFkB: inhibitors of Epstein-Barr LMP1-induced NF-kappaB reporter; LMP1-induced NF-kappaB luciferase reporter cells, luminescence; inhibition, % at 12.5 µM; hit rate 0.69% among 350,000; in the data active = inhibition above about 41%;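 also: 0% = neutral control wells and 100% = reference inhibitor control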
NCOA1 inh: inhibits human SRC1 coactivator; Q15788; HEK293 GAL4-SRC1 luciferase reporter, luminescence; inhibition, % at 3.6 µM; hit rate 0.12% among 360,000; AID 588354;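 active = inhibition above the campaign mean plus 3 SD, with each screening campaign given its own cutoff, cut at about 60% in these data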;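 also: 0% = DMSO treated cells and 100% = gossypol at 36 µM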
NOD2-RIPK2 inh: NOD2-RIPK2 protein interaction inhibition | O43353 | CHO BLA complementation NOD2-RIPK2, CCF4 ratio | inhibition, % at 4.98 µM | hit rate 0.38% among 360,000 | AID 624267; in the data active = inhibition above about 21%;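 also: 0% = vehicle only and 100% = reference blocker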
Target sequence (O43353 whole entry, looked up): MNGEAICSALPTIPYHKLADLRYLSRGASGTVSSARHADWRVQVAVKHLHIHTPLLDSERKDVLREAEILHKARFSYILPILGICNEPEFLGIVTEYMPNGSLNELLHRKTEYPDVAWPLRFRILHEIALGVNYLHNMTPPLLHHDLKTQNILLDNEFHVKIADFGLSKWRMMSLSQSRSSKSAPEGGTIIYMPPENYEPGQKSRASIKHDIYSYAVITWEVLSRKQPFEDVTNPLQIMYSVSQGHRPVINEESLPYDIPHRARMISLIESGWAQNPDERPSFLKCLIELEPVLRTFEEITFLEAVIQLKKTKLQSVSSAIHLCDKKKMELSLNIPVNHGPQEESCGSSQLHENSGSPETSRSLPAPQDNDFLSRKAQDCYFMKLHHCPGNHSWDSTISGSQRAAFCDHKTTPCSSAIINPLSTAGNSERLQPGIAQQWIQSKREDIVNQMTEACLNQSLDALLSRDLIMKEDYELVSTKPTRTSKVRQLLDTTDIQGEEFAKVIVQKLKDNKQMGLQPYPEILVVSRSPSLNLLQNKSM
TWEAK-Fn14 inh: inhibitors of TWEAK-Fn14 interaction signaling; TWEAK-stimulated Fn14 reporter cells, luciferase luminescence, 8 h; inhibition, % at 10 µM; hit rate 2% among 360,000; in the data active = inhibition above about 50%
NCOA3 inh: inhibitors of human steroid receptor coactivator 3 (SRC3) | Q9Y6Q9 | HEK293 GAL4-SRC3 luciferase reporter, luminescence | inhibition, % at 3.6 µM | hit rate 0.17% among 360,000 | AID 588352;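 active = inhibition above a per-campaign cutoff, the mean of all compounds plus 3 SD, cut at about 60% in these data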;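 also: 0% = DMSO-treated cells and 100% = gossypol-treated cells at 36 µM; higher means less SRC3-driven luciferase light from the GAL4 reporter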
NR5A2 inv ag: NR5A2 inverse agonism in reporter assay; O00482; HEK293T StAR-luciferase reporter, LRH-1 transfected, 24 h; inhibition, % at 3.6 µM; hit rate 0.13% among 360,000; AID 602396;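 active = inhibition above the mean inhibition of all tested compounds plus 3 SD, cut at about 73% in these data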;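 also: 0% = DMSO wells and 100% = reporter-only cells lacking LRH-1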
SRC2 inh: human SRC2 (NCOA2) inhibition | HEK293 GAL4-SRC2 luciferase reporter, luminescence | inhibition, % at 9 µM | hit rate 0.17% among 370,000 | AID 651957;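 active = inhibition above the mean inhibition of all tested compounds plus 3 SD, set per campaign, cut at about 52% in these data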;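 also: 0% = DMSO treated cells and 100% = cells given Gossypol at 36 µM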
TRAIL sens C8: sensitizes caspase-8 expressing cells to TRAIL; NB7+C8 cells + TRAIL, ATPlite viability luminescence; AID 624354; hit rate 1% among 360,000; inhibition (viability loss, TRAIL sensitization), % at 10 µM;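 active = compounds causing at least 50% loss of cell viability in the single-dose screen, relative to plate controls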
COUP-TFII inh: blocks human COUP-TFII nuclear receptor; inhibition, % at 8.6 µM; AID 686940; HEK293T NGFI-A luciferase reporter, luminescence; hit rate 0.7% among 370,000; P24468;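 active = inhibition above a per-plate cutoff, mean inhibition of test wells between control levels plus 3 SD, cut at about 38% in these data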;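 also: cells cotransfected with COUP-TFII expression vector driving the NGFI-A reporter; 0% = median of COUP-TF2 test wells and 100% = reporter-only cells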
Target sequence (P24468 whole entry, looked up): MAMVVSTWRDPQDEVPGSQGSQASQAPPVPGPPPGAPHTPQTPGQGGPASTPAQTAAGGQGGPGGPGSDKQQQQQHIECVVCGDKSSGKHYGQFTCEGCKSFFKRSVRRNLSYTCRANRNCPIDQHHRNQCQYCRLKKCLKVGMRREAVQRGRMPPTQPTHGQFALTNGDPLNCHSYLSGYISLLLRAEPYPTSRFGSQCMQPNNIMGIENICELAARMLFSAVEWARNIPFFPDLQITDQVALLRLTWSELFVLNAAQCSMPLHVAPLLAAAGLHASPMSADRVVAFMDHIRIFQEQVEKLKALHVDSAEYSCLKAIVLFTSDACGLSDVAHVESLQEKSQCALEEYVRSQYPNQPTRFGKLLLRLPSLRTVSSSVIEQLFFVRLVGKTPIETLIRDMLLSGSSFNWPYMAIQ
TLR9-MyD88 block: inhibitors of human TLR9-MyD88 binding; inhibition, % at 4.98 µM; hit rate 0.21% among 340,000; CHO BLA complementation TLR9-MyD88, CCF4 FRET ratio;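 active = inhibition above the mean over all tested compounds plus 3 SD, cut at about 21% in these data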;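 also: 0% = DMSO only wells and 100% = clavulanate BLA inhibitor control wells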
TROY NFkB inh: blocks TROY-dependent signaling in reporter cells. Q293 LMP1-TROYcd NF-kB luciferase reporter, 4 h. hit rate 0.98% among 360,000. inhibition, % at 10 µM;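 active = compounds whose plate-normalised and pattern-corrected inhibition of the luciferase reporter signal at the single screening dose is 50% or more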
An asterisk follows results filed as active; / = no result given. Not all compounds are listed, so the mix of outcomes need not match the whole.

SMILES	EBV LMP1 NFkB	NCOA1 inh	NOD2-RIPK2 inh	TWEAK-Fn14 inh	NCOA3 inh	NR5A2 inv ag	SRC2 inh	TRAIL sens C8	COUP-TFII inh	TLR9-MyD88 block	TROY NFkB inh
COc1ccc(CCNC(=O)CNCC(c2ccccc2)N(C)C)cc1OC (stereo unspecified)	-9	5	-13	12	0	-2	-18	-3	-14	-8	6
CCCNC(=O)C(=O)Nc1ccc2c(c1)N(S(=O)(=O)c1cccs1)CCC2	-14	-8	-4	21	-4	-1	-12	32	0	-4	1
CC(C)C(=O)NC(=S)Nc1ccc(S(=O)(=O)Nc2ccccc2)cc1	8	-1	-4	-32	24	11	12	16	5	-4	8
COC(=O)c1cc2sccc2n1Cc1ccc(C)cc1	-6	0	-1	13	4	-7	8	12	-1	3	-19
CCOC(=O)C1=NN(c2ccc(Cl)cc2)/C(=C/C2=NCCc3cc(OC)c(OC)cc32)S1	-7	-12	-12	-33	6	6	-15	-6	-17	-11	0
Cc1cc(Cl)ccc1C(O)c1ncc(-c2cccc3ccccc23)[nH]1 (stereo unspecified)	/	2	-11	-47	-8	4	-1	3	-5	/	11
O=C(Nc1ccc(F)c(F)c1)C1CCN(S(=O)(=O)c2cccc3nonc23)CC1	4	11	4	14	8	10	0	8	12	6	10
CC1(C)CN(CCc2ccccc2)C(=O)[C@H]1CC(=O)Nc1ccccc1	-20	2	4	-13	-1	1	-13	-7	9	1	4
CCOc1ccc(CC(=O)N/N=C(\C)c2cccnc2)cc1OCC	2	6	-13	17	-20	-13	2	16	-2	2	1
O=S(=O)(Nc1ccc(-n2cccc2)cc1)c1ccc(F)cc1	-2	-3	-3	9	-2	6	-10	-1	7	14	24
Cc1ccc(C(C)(C)C)cc1S(=O)(=O)N1CCC(C(=O)N2CCN(c3ccc(O)cc3)CC2)CC1	9	10	-12	-13	20	2	-5	12	36	-3	13
CC(C)C(=O)N1CCC(c2nc(-c3ccc(S(=O)(=O)N4CCCC4)cc3)no2)CC1	0	1	-13	13	13	40	-11	14	6	0	-19
CCOc1ccc(-c2nc(N)ncc2Oc2cccc(OC)c2)c(O)c1	-2	-19	11	33	-2	0	-18	-9	5	-3	27
CCCn1c(Sc2nnnn2-c2ccccc2)n[nH]c1=O	1	6	-2	-1	8	12	-3	1	-17	1	14
CSc1nc2c(c(=O)[nH]1)C(c1ccc(Br)cc1)CC(=O)N2 (stereo unspecified)	-12	-2	-10	7	2	3	-39	-5	10	/	6
CC(OC(=O)c1ccc(Cl)nc1)C(=O)NC(C)(C)C (stereo unspecified)	-7	-23	4	1	-11	-6	-18	-8	4	4	4
O=C(CCN1CCOCC1)N1CCc2c([nH]c3ccccc23)C1c1cccc(Cl)c1 (stereo unspecified)	-7	-2	-14	15	12	-10	-23	1	8	2	16
COc1ccccc1CCc1nnc(CCC(=O)NC(C)Cc2cccnc2)o1 (stereo unspecified)	4	-2	0	0	5	7	1	7	-1	-8	10
Cc1cccc(C)c1NC(=O)CS(=O)CC(=O)N1CCN(c2ccccc2)CC1 (stereo unspecified)	-3	14	-9	10	1	21	13	-33	6	-6	5
O=C(O)c1cccc(N2C(=O)c3cccc4cccc(c34)C2=O)c1	0	2	-3	10	-2	-14	-16	-12	-6	-2	10
O=C(CN1CCCN(Cc2ccc(F)cc2Cl)C1=O)NC1CCCC1	0	-7	-6	21	-16	-2	-1	3	-11	1	4
Cc1cccc(NC(=O)Nc2ccc([N+](=O)[O-])cc2)n1	0	-34	6	12	-44	-20	-12	3	-10	5	-38
C/C(=N\NC(=O)CC#N)c1cc2ccccc2oc1=O	-5	-4	-4	16	-24	4	7	-3	4	2	-32
CN(Cc1ccccc1)C(=O)c1ccc(S(=O)(=O)N(C)c2ccccc2)cc1	-6	-2	3	4	10	-13	3	-10	-10	-1	6
Cc1ccc(S(=O)(=O)C(C#N)c2nc3ccccc3nc2N2CCN(C)CC2)cc1 (stereo unspecified)	-3	11	11	-12	33	0	0	-1	12	15	1
COc1cccc(CNC(=O)CN2C(=O)COc3ccc(S(=O)(=O)N4CCCCC4)cc32)c1	-1	11	-1	8	-9	-3	-21	-4	-1	1	-16
N#C/C(=C/c1ccc([N+](=O)[O-])cc1)C(N)=O	8	-2	3	-4	10	24	12	-3	0	-1	-18
CCc1nc(SCC(=O)O)c(C#N)c2c1CCCC2	-11	-7	-10	17	-14	-6	18	-6	-1	-6	-2
Cn1c(SCC(=O)Nc2ccc3c(c2)OCO3)nnc1C(F)(F)F	-11	3	0	-16	12	17	13	-5	-7	10	-4
COc1ccc(CC(=O)NNC(=O)c2ccc(Br)o2)cc1	4	-8	-2	0	-15	-4	34	11	1	-3	6
CCOC(=O)c1cccc(NC(=O)CSc2nnnn2CC)c1	-3	-4	-3	13	-6	6	13	-13	11	-1	4
O=C(NCc1ccccc1)c1onc(CSc2ccc(Cl)cc2)c1C(=O)NCc1ccccc1	7	-10	-1	-8	6	-4	-26	1	-2	3	-5
COc1cccc(CNC(=O)N2CCN(c3ccccc3Cl)CC2)c1	8	2	-6	7	-8	-14	-18	-18	1	-4	-3
Cc1ccc(NC(=O)CSc2nnc(-c3cccs3)o2)cc1S(=O)(=O)N1CCCCC1	-11	9	-8	-19	13	10	-28	11	1	7	-15
COc1ccccc1C(=O)NNC(=O)c1nn(Cc2ccccc2)c(=O)c2ccccc12	-13	1	-3	-14	-3	10	2	16	20	6	6
COCCCNC(=S)NC(=O)c1ccc([N+](=O)[O-])cc1	-3	0	-14	-34	-9	-39	-37	-5	4	-2	-48

A different layout for part of the listing above:
SMILES,EBV LMP1 NFkB,NCOA1 inh,NOD2-RIPK2 inh,TWEAK-Fn14 inh,NCOA3 inh,NR5A2 inv ag,SRC2 inh,TRAIL sens C8,COUP-TFII inh,TLR9-MyD88 block,TROY NFkB inh
COc1ccc(CC(=O)NNC(=O)c2ccc(Br)o2)cc1,4,-8,-2,0,-15,-4,34,11,1,-3,6
CCOC(=O)c1cccc(NC(=O)CSc2nnnn2CC)c1,-3,-4,-3,13,-6,6,13,-13,11,-1,4

More entries:
SMILES	EBV LMP1 NFkB	NCOA1 inh	NOD2-RIPK2 inh	TWEAK-Fn14 inh	NCOA3 inh	NR5A2 inv ag	SRC2 inh	TRAIL sens C8	COUP-TFII inh	TLR9-MyD88 block	TROY NFkB inh
COC(=O)c1ccc(CN(c2ccc(C(=O)O)c(O)c2)S(=O)(=O)c2ccc(Cl)c([N+](=O)[O-])c2)cc1	2	5	-1	-1	1	-22	16	-12	-6	-15	44
CC(=O)Nc1cccc(NC(=O)c2cccc3cccnc23)c1	0	-17	-5	-10	6	-14	-21	10	-16	-13	-31
CCn1c(=O)cc(OCC(=O)N2CCN(c3cccc(C(F)(F)F)c3)CC2)c2ccccc21	12	1	5	24	-1	7	-6	2	-2	-4	27
CCCC[n+]1ccc(-c2nc3ccc([N+](=O)[O-])cc3[nH]2)cc1	-5	-10	-7	-6	-52	-35	-25	3	-2	-6	-33
Cc1cc(OCC(=O)Nc2nccs2)c2c(C)c(C)c(=O)oc2c1	9	-3	5	-20	-5	44	7	0	-5	-4	-33
CCCCn1c(=O)c2c(nc3n2CCCN3Cc2ccccc2)n(C)c1=O	3	4	-5	22	-20	-14	4	12	17	-8	11
O=C(O)c1ccccc1NC(=O)c1cc2ccccc2oc1=O	-5	-24	-3	20	-53	-18	-68	4	6	-4	19
COc1ccc(CSC(=N)N)cc1[N+](=O)[O-]	-21	-2	-8	11	16	16	7	-2	8	8	19
O=C(/C=C/c1ccco1)NC(=S)Nc1cccc(C(=O)O)c1	-12	-20	-5	2	-20	-43	-16	1	-17	-14	-2
CCOC(=O)c1ccc(N2C(=O)CC(N3CCC(O)(c4ccc(Cl)cc4)CC3)C2=O)cc1 (stereo unspecified)	8	-36	-5	-3	3	8	12	-1	-7	0	12
CCn1c2ccccc2c2cnc(N=CN(C)C)c(C#N)c21	25	42	-3	14	40	31	40	6	19	-4	18
O=C(Cn1ccc(NC(=O)OCc2ccccc2)nc1=O)NCCCc1ccccc1	11	-1	-5	-14	-17	0	10	8	4	-8	-7
COc1ccc(C2c3cc(OC)c(OC)cc3CCN2C(=O)c2cccc([N+](=O)[O-])c2)cc1OC (stereo unspecified)	-2	-1	-7	-16	-3	0	13	-12	-27	-5	0
COc1ccc(Nc2cc(Nc3cc(OC)c(OC)c(OC)c3)ncn2)cc1	22	-19	7	19	-6	13	-12	-1	-45	4	30
N#Cc1sc2nc(C3CC3)cc(-c3ccccc3)c2c1N	-6	2	2	-7	3	22	15	-4	-4	5	7
CCN(CC)S(=O)(=O)c1cccc(NC(=O)CN(C)Cc2cccc(OC)c2)c1	-1	-1	-17	0	20	-29	14	4	13	-1	5
O=C1NC(=S)NC(=O)C1Nc1ccc(Cl)cc1	-18	-6	-21	-8	-13	15	-7	-12	-6	-13	-41
O=C(CSc1nnc(CNC(=O)c2ccco2)o1)Nc1ccccc1C(F)(F)F	0	-69	-17	21	-16	-4	-20	-5	-16	-3	-13
COc1ccc(NC(=O)CN(C)CC(=O)NCC(=O)Nc2ccc(F)cc2)cc1	6	6	-15	-10	4	-3	0	8	2	-3	-11
CCCOC1CCCN(C(=O)c2ccc3oc(C(C)C)nc3c2)C1 (stereo unspecified)	-14	-19	-5	-9	-7	-31	-36	-1	-16	3	-29
O=C1CC(=Nc2ccc([N+](=O)[O-])cc2)NN1c1c(Cl)cc(Cl)cc1Cl	0	-9	-8	-5	2	5	-18	9	16	2	6
O=C(NCCCN1CCCC1=O)c1cc(COc2ccc(F)cc2F)on1	5	-1	-9	-16	14	-13	-19	7	-15	-1	7
CCc1noc(C)c1C(=O)NNC(=O)c1ccccc1Cl	0	-3	-4	-6	10	-5	14	3	-3	-10	-9
O=C(O)CCC(=O)NCc1c(Cl)cccc1Sc1ccc(Cl)cc1	/	6	-4	8	29	18	26	11	-17	/	2
O=C1CCCN1c1cccc(Br)c1	-1	2	-7	-4	-4	-6	11	13	11	-1	-14
O=C1C(=O)N(CCS(=O)(=O)c2ccccc2)c2ccc(F)cc21	-5	-21	6	10	14	-11	-7	3	2	-4	2
CC1(C)CC(CC(=O)O)(c2ccccc2)CCO1 (stereo unspecified)	4	-18	3	17	7	7	-15	3	2	-9	10
CN(CC(=O)NCCc1ccc(F)cc1)Cc1ccc(Br)cc1	-16	-50	2	4	-3	-9	23	5	-1	-9	-25
Cc1csc(=O)n1CCC(=O)OCC(=O)c1c(N)n(C)c(=O)n(C)c1=O	-8	1	-2	15	5	9	-12	6	-11	-5	-21
COc1ccc(NC(=O)COC(=O)C2CCN(S(=O)(=O)c3ccccc3)CC2)cc1Cl	-6	-5	5	-6	-9	-12	-14	-8	-12	-4	5
NNc1ccccc1C(F)(F)F	3	0	3	1	-10	5	-7	-14	-12	-6	-16
Cc1noc(C)c1NC(=O)Nc1ccc2c(c1)C(=O)N([C@H](C)CO)C[C@H](C)[C@H](CN(C)C(=O)NC1CCCCC1)OCCCC[C@@H](C)O2	-1	-10	-22	-2	-12	-16	13	-7	-1	-4	-20
C=CCOc1ccc(/C=C\c2nc(O)c([N+](=O)[O-])c(=O)[nH]2)cc1OC	16	-11	-3	2	7	12	/	-13	/	0	1
CN(CC1CCOCC1)C(=O)CC1C(=O)NCCN1CC(c1ccccc1)c1ccccc1 (stereo unspecified)	-1	4	15	16	14	6	-2	10	12	0	-1

Assay outcomes from PubChem BioAssay.
